sdo1 growth: growth rescue of sdo1-depleted yeast, primary screen, S. cerevisiae, bone marrow failure model; z-score at 10 µM; 140,000 compounds, 0.21% hits; S. cerevisiae sdo1-depleted JHY4D growth rescue, OD600 30 h; stronger effect = higher value; pdr5 snq2 efflux-pump mutant strain;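 active = z-score above 3 at both the 24 hr and the 30 hr optical density reads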;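 also: z-score against mean and SD of all compound wells on the same plate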
Insulin prom inh: inhibitors of insulin promoter-driven GFP, primary screen, imaging, TRM-6 cells (human fetal islet line), eGFP reporter, cell count; reporter expression induced with tamoxifen; inhibition, % at 2 µM; 130,000 compounds, 0.9% hits; AID 1273, 2008;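 active = inhibition above the mean plus 3 SD, with well images judged a real hit on visual review, cut at about 60% in these data, passing the limit was not always enough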
sdo1 growth Rescue 24 h: second read-out of sdo1 growth, no call of its own (marks repeat the call); z-score; S. cerevisiae sdo1-depleted JHY4D growth rescue, OD600; measured here: growth rescue at 24 h;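 0 is the plate mean of compound wells and units are plate SD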
Active calls of the source: *; / = not tested or not shown. Only part of the results is shown (hit frequency here may not be typical).

Every second line gives: sdo1 growth	sdo1 growth Rescue 24 h	Insulin prom inh
CN(C)c1ccc(C2CC(=O)NC3=C2C(=O)CC(C)(C)C3)cc1 (configuration not stated)
  1.05	1.62	/
COc1ccc(C(=N/O)/C(=N/O)c2ccc(OC)cc2)cc1
  1.51	0.94	20.0
COc1cccc(CNC(=O)C2CCCN(S(C)(=O)=O)C2)c1 (configuration not stated)
  -0.94	-1.54	-43.8
COc1cccc(C(c2sc3ncnn3c2O)N2CCc3ccccc3C2)c1 (configuration not stated)
  0.24	1.45	/
Nc1nc(C(=O)N2CCOCC2)nn1S(=O)(=O)c1ccc(Cl)cc1
  1.2	1.08	-390.0
CC(C)C(=O)Nc1ncc2c(n1)CC(c1cccs1)CC2=O (configuration not stated)
  -0.97	-1.45	-16.7
CCOC(=O)c1ccc(-n2c(O)c(/C=N/NC(=O)C3COc4ccccc4O3)c3ccccc3c2=O)cc1 (configuration not stated)
  0.52	0.14	/
OC(COCc1cccs1)CN1CCN(c2cccc(C(F)(F)F)c2)CC1 (configuration not stated)
  0.31	-0.18	/
O=c1c2ccccc2c(-c2ccccc2)nn1Cc1c(Cl)cccc1Cl
  -0.72	-0.74	-8.3
COc1cc(O)c(C(C)=O)cc1OC
  0.13	-0.61	52.4
CCOc1ccc(NC(=O)CSc2nnc(COc3c(C)cccc3C)o2)cc1
  -0.13	0.59	/
CCN1CCN(C(=S)Nc2cccc(Cl)c2)CC1
  /	/	5.9
CCCc1cc(=O)oc2cc(C)c3c(C)coc3c12
  -0.86	-0.09	-94.4
CC(C)NCc1nnc(-c2ccccc2Cl)o1
  /	/	46.7
CCSc1nsc(SCC)c1C(N)=O
  0.8	2.4	/
C/C(=N/NC(=O)c1ccoc1C)c1cccc(NC(=O)C2CC2)c1
  0.7	0.31	-10.3
Cc1ccc(C)n1-c1sc2c(c1C#N)CCC(C)C2 (configuration not stated)
  -0.57	0.18	1.4
CCS(=O)(=O)N1Cc2ccccc2CC1C(=O)Nc1nnc(SCc2ccc(F)cc2)s1 (configuration not stated)
  -0.01	0.35	0.0
Cc1ccc(-c2cc(C(=O)O)c3cc(Br)ccc3n2)o1
  1.56	0.13	58.1
CCOC(=O)C1CCN(C(=O)c2ccc(Cl)c(S(=O)(=O)N3CCOCC3)c2)CC1
  2.68	3.2	/
c1ccc2cc(OCc3nc4ccccc4[nH]3)ccc2c1
  -1.11	-0.73	-81.0
COc1ccc([N+](=O)[O-])cc1NC(=O)C(C)N(C)Cc1cccc(OC)c1OC (configuration not stated)
  -0.82	-1.29	-40.0
COc1ccc(-c2cc(C(F)(F)F)nc(SCC(=O)Nc3cc(C)on3)n2)cc1OC
  -0.16	-0.16	37.5
O=C(NCC1CCCO1)c1ccc(S(=O)(=O)N2CCCCC2)cc1 (configuration not stated)
  0.28	2.02	-394.1
CCn1c(SCC(=O)Nc2nccs2)nnc1-c1ccc(S(=O)(=O)N2CCCCCC2)cc1
  0.07	0.39	0.0
CSc1ccccc1NC(=O)c1cccnc1
  1.36	0.44	33.3
Cc1c(Br)c([N+](=O)[O-])nn1CC(=O)c1ccccc1
  /	/	-50.0
COc1cccc(/C=C2\SC(=O)N(CCC(=O)NNC(=O)c3ccccc3Cl)C2=O)c1
  -1.24	-0.51	46.4
COc1ccc(NC2=NCC(=O)N2c2ccccc2F)cc1
  0.91	1.2	-47.2
CC(C)OC(=O)/C(=C\c1ccc2c(c1)c1ccccc1n2C)NC(=O)c1ccccc1
  -1.2	-0.47	25.0

Further structures follow.
Every second line gives: sdo1 growth	sdo1 growth Rescue 24 h	Insulin prom inh
Oc1cccc(C=NCc2ccccc2)c1O
  0.2	0.09	/
O=C(O)c1ccc(Nc2ncnc3c2cnn3Cc2ccccc2)cc1
  /	/	0.0
Cc1ccc(NC(=S)NCC2CCCO2)c(OC(F)F)c1 (configuration not stated)
  0.22	-0.56	/
Cc1oc2ccc(OCc3ccc(F)cc3)cc2c1C(=O)O
  0.66	0.3	-2.9
Cc1ccccc1NC(=O)CCN1CCN(Cc2ccccc2)CC1
  1.22	0.76	-1.8
Cc1cc(C)c(S(=O)(=O)c2ccccc2C)c(Cl)n1
  -1.18	-0.59	-83.3
CN(C)CCCN(C(=O)C1COc2ccccc2O1)c1nc2ccc(F)cc2s1 (configuration not stated)
  /	/	11.8
C=CCn1c(-c2sccc2C)n[nH]c1=S
  -0.67	-1.21	34.6
COc1cccc(C2/C(=C(\O)c3ccc4c(c3)OCCO4)C(=O)C(=O)N2CCCN(C)C)c1OC (configuration not stated)
  /	/	0.0
O=C1C2C3C=CC(C3)C2C(=O)N1CC1CCCO1 (configuration not stated)
  0.67	-0.15	2.7
COc1cccc2cc(C(=O)N3CCN(C/C=C/c4ccccc4)CC3)c(=O)oc12
  -1.04	-1.34	60.0
CC1(C)Cc2nc3nc(SCC(=O)NCCc4ccccc4)n(-c4ccccc4)c(=O)c3cc2CO1
  -0.07	-0.58	25.7
O=S(=O)(c1ccccc1)c1ccc(NCc2ccco2)cc1
  0.82	0.79	0.0
Cc1nn(Cc2ccc(F)cc2)c2sc(C(=O)Nc3ccc(N4CCOCC4)cc3N3CCOCC3)cc12
  0.07	0.62	25.0
N#C/C=C1\n2c(nc3ccccc32)OC12CCCCC2
  -0.31	-0.38	-14.3
COc1ccc(C(=O)O/N=C(\C)c2ccccc2)cc1
  0.51	1.96	14.3
Cc1cc(=O)oc2ccc(OCC(=O)O)cc12
  0.94	0.06	0.0
COCCn1c(SCC(=O)c2ccccc2)nc2c(c1=O)SC(C)C2 (configuration not stated)
  -1.11	-0.72	68.4
COc1ccccc1Nc1nc2ccccc2[nH]1
  0.32	-0.12	-22.1
Cc1cccc(NC(=O)CSc2nc3ccc(NC(=O)CSc4nnnn4-c4ccccc4)cc3s2)c1C
  -0.86	1.14	19.2
CCOC(=O)c1c(C)[nH]c(C(=O)COC(=O)CCS(=O)(=O)c2ccc(C)cc2)c1C
  0.46	0.2	5.4
Cc1cc(C)c2cc(CN(CCCN(C)C)C(=S)NCc3ccccc3)c(=O)[nH]c2c1
  /	/	-61.1
COc1ccc(C(=O)NCc2nnc(SCC(=O)Nc3nc4ccccc4s3)o2)cc1
  0.16	-0.09	40.0
COc1cccc2cc(C(=O)Oc3ccc(NC(C)=O)cc3)c(=O)oc12
  0.17	-0.42	/
CCOC(=O)N1CCN(c2c(NCCc3ccc(OCC)c(OCC)c3)c(=O)c2=O)CC1
  1.46	0.59	/
Cc1cc(Cl)ccc1NC(=S)Nc1ccccn1
  -0.69	-0.65	3.1
CCOC(=O)CN1C(=O)C(O)(CC(=O)c2ccco2)c2ccccc21 (configuration not stated)
  0.29	-0.35	6.1
COc1ccc(C(=O)NC(Cc2ccc(OC(=O)c3ccc(OC)cc3)cc2)C(=O)O)cc1 (configuration not stated)
  /	/	40.0
Cc1ccc(S(=O)(=O)NCC(=O)N(CC(=O)NCC2CCCO2)C2CCCC2)cc1 (configuration not stated)
  2.08	2.25	-61.3
O=C(CN1C(=O)CCS(=O)(=O)c2ccccc21)NCc1ccccc1
  0.11	-0.26	-16.7

Other records:
Every second line gives: sdo1 growth	sdo1 growth Rescue 24 h	Insulin prom inh
O=C(CC(c1ccccc1)c1ccccc1O)NCc1ccco1 (configuration not stated)
  0.23	-0.48	7.7
CNC(=O)COC(=O)c1[nH]c(C)c(C(C)=O)c1C
  0.06	-0.22	12.8
COc1ccc(C2C(C(C)=O)=C(Nc3ccccc3)CC(C)(O)C2C(C)=O)cc1OC (configuration not stated)
  -0.15	-0.73	-215.4
COc1ccc(/C=N/NC(=O)c2cccc(NC(=O)c3ccc(Cl)cc3)c2)c(OC)c1
  -0.57	-0.43	-13.3
CNc1nc(SCc2ccccc2)nc(N2CCOCC2)n1
  -0.93	-1.11	-31.5
CC1CCCC(n2c(=S)[nH]c3ccccc3c2=O)C1C (configuration not stated)
  -2.3	-1.84	7.0
COc1ccc(S(=O)(=O)C(C#N)c2nc3ccccc3nc2N2CCCCC2)cc1 (configuration not stated)
  -1.59	-1.84	/
O=P(c1cccs1)(c1cccs1)c1cccs1
  0.64	1.11	/
CCSc1nc2c(c(=O)[nH]c(=O)n2C)n1Cc1ccc(Cl)cc1
  -1.24	-0.3	15.2
COC(=O)C(CCSC)NS(=O)(=O)c1ccc(Cl)cc1 (configuration not stated)
  /	/	0.0
CCn1c2ccccc2c2cc(NC(=O)COC(=O)C3CCC(=O)N3)ccc21 (configuration not stated)
  0.12	1.2	6.2
Cc1cc2nc(-c3ccco3)cc(C(F)(F)F)n2n1
  0.38	-0.17	/
CCOC(=O)C1CCCN(C(=O)CNS(=O)(=O)c2ccc(Br)s2)C1 (configuration not stated)
  -0.94	-1.05	-25.3
Cc1cc2c(c(=O)n1CCN(C)C)C(c1ccccc1Br)C(C#N)=C(N)O2 (configuration not stated)
  -0.53	-1.29	-10.0
O=C(c1cc(-c2ccccn2)nc2ccc(Br)cc12)N1CCc2ccccc2C1
  -2.01	-1.14	/
COc1ccccc1S(=O)(=O)Cc1ccc(C(=O)N2CCN(c3ccc(C)cc3)C(C)C2)o1 (configuration not stated)
  -0.19	-0.4	-40.0
Cc1ccc(S(=O)(=O)N2CCCN(S(=O)(=O)c3ccc4c(c3)OCCO4)CC2)cc1
  -0.84	-0.6	/
CC1(C)CC(=O)c2sc(NC(=O)c3ccco3)nc2C1
  -1.46	-1.68	/
O=C(Nc1ccc2c(c1)C(=O)N(CC1CCCO1)C2=O)c1cccc(Br)c1 (configuration not stated)
  -0.7	-0.5	-33.3
Cc1nnc(Nc2ccc(C(=O)N3CCOCC3)cc2)c2ccccc12
  1.83	2.16	5.6
O=C(c1sc2cc([N+](=O)[O-])ccc2c1Cl)N1CCOCC1
  -1.11	-1.41	3.1
COC(=O)COc1ccc(S(=O)(=O)Nc2ccc(C(N)=O)cc2)cc1Cl
  -0.09	-0.63	-20.0
COc1ccc(Nc2ncnc3c2cnn3Cc2ccccc2)cc1OC
  -1.11	-1.08	/
O=C(CN1CCN(C(=O)c2ccco2)CC1)Nc1ccccc1-c1ccccc1
  -0.56	-0.56	/
N=C1/C(=C/c2cccs2)C(=O)N=C2SN=C(SCc3ccccc3)N12
  0.55	0.48	26.9
CCCc1nnc(SCC(=O)N2CCOCC2)n1Cc1ccco1
  0.35	-0.17	-7.9
C=CCn1c(SCC(=O)Nc2ccc3c(c2)OCO3)nnc1-c1ccccc1OC
  0.27	0.32	-35.7
Cc1ccccc1N1C(=O)C(Cl)=C(N2CCCCCC2)C1=O
  -1.17	-0.71	-34.3
O=C(CN1C(=O)CC(c2ccco2)Sc2ccccc21)NCC1CCCO1 (configuration not stated)
  0.76	3.05	28.6
CCOC(=O)c1sc(-c2ccc(F)cc2)cc1NC(=O)Nc1ccccc1OC
  -0.29	0.12	/

Random excerpt: four records from the list
Every second line gives: sdo1 growth	sdo1 growth Rescue 24 h	Insulin prom inh
C=CCn1c(SCC(=O)Nc2ccc3c(c2)OCO3)nnc1-c1ccccc1OC
  0.27	0.32	-35.7
O=C(Nc1ccc2c(c1)C(=O)N(CC1CCCO1)C2=O)c1cccc(Br)c1 (configuration not stated)
  -0.7	-0.5	-33.3
CC1(C)CC(=O)c2sc(NC(=O)c3ccco3)nc2C1
  -1.46	-1.68	/
COc1ccc(/C=N/NC(=O)c2cccc(NC(=O)c3ccc(Cl)cc3)c2)c(OC)c1
  -0.57	-0.43	-13.3

At a glance, some entries already given:
Every second line gives: sdo1 growth	sdo1 growth Rescue 24 h	Insulin prom inh
O=C(CN1CCN(C(=O)c2ccco2)CC1)Nc1ccccc1-c1ccccc1
  -0.56	-0.56	/
N=C1/C(=C/c2cccs2)C(=O)N=C2SN=C(SCc3ccccc3)N12
  0.55	0.48	26.9
CCCc1nnc(SCC(=O)N2CCOCC2)n1Cc1ccco1
  0.35	-0.17	-7.9
C=CCn1c(SCC(=O)Nc2ccc3c(c2)OCO3)nnc1-c1ccccc1OC
  0.27	0.32	-35.7
Cc1ccccc1N1C(=O)C(Cl)=C(N2CCCCCC2)C1=O
  -1.17	-0.71	-34.3
O=C(CN1C(=O)CC(c2ccco2)Sc2ccccc21)NCC1CCCO1 (configuration not stated)
  0.76	3.05	28.6
CCOC(=O)c1sc(-c2ccc(F)cc2)cc1NC(=O)Nc1ccccc1OC
  -0.29	0.12	/

(listing goes on)
Every second line gives: sdo1 growth	sdo1 growth Rescue 24 h	Insulin prom inh
COCCn1cnnc1SCC(=O)Nc1cccc(S(=O)(=O)N2CCCCCC2)c1
  0.23	0.25	22.2
CCC1CCC(c2nnc(-c3ccc(Br)cc3)o2)CC1 (configuration not stated)
  -0.43	-0.34	24.3
Cc1cc(=S)c2cccc(C)c2[nH]1
  /	/	7.3
O=S1(=O)CCN2C(c3ccc4c(c3)CCCC4)=CSC2=N1
  -1.08	-0.5	/

Screening data (PubChem)
